Furin inh: human furin inhibitors, primary screen, biochemical, fluorescence intensity | inhibition, % at 30 µM | P09958 | actives 0.061% (n = 220,000) | purified furin, fluorogenic substrate cleavage; in the data active = inhibition above about 25%; note: inactives centre near -15
PPC-1+TRAIL kill: compounds killing PPC-1 cancer cells with TRAIL present, primary screen, TRAIL potentiator project, ATPLite luminescence, uHTS. PPC-1 cells + TRAIL, ATPLite viability luminescence. cell killing (% activity), % at 4 µM. actives 0.41% (n = 220,000). AID 1443, 2008;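 active = cell killing above 50% in the first pass at 4 µM, then a duplicate retest at 5 µM averaging 50% or more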;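 note: plate controls were cells with TRAIL plus DMSO for no effect and medium-only wells lacking cells for full effect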
Thrombin inh: human alpha-thrombin inhibitors, primary screen, counter-screen for coagulation protease inhibitor project, biochemical, 1536-well, fluorogenic AMC substrate; Boc-VPR-AMC fluorogenic substrate cleavage; inhibition, % at 5 µM; actives 0.26% (n = 220,000);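 active = inhibition at or above 40%; inactive = inhibition below 40%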;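 note: 0% = enzyme with no compound and 100% = wells without enzyme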
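System – human alpha-thrombin protein · Reagent – Boc-VPR-AMC substrate, 15 µM final · Compound – 5 µM single dose in 0.2% DMSO · Schedule – reaction at room temperature · Technique – AMC fluorescence at 355 nm excitation and 460 nm emission · Read-out basis – % inhibition relative to enzyme controls and enzyme-free blanks · Control set – no-compound enzyme wells and no-enzyme blanks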
EBV gp42 inh: Epstein-Barr virus gp42 inhibitors, primary screen, biochemical, uHTS, fluorescence polarization | Glycoprotein 42 (Epstein-Barr virus (strain AG876)), Q1HVG2 | Fluorescence polarization binding assay, mP read-out | inhibition, % (tested at 21.74 µM) | actives 0.42% (n = 220,000) | AID 1085, 2008; in the data active = inhibition above about 50%
Target sequence (Q1HVG2 whole entry, looked up): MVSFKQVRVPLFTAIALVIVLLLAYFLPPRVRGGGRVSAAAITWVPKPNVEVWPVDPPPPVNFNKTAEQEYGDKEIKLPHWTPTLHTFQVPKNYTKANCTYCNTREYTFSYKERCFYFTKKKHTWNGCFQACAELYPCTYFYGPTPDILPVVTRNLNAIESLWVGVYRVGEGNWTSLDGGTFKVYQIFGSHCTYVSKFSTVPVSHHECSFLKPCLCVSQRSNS
TRPN1 ag: zebrafish TRPN1 channel agonists, primary screen, cell-based, HEK293, calcium fluorescence. transient receptor potential cation channel N1 (TRPN1/NompC), Danio rerio. HEK293 zebrafish TRPN1-YFP, Fluo-8 calcium fluorescence; 100% = response to 87 µM carbachol. activation, % at 3 µM. actives 0.18% (n = 220,000);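 active = activation above its plate's cutoff, the mean activation of test wells on that plate plus 3 SD, cut at about 19% in these data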;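 note: 0% = DMSO alone and 100% = 87 µM carbachol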
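System: zebrafish TRPN1-YFP in HEK293 cells / Dosing: 3 µM single point / Timing: dye loading 1 h at 37 °C, then 30 min room temperature / Signal: Fluo-8 calcium fluorescence, excitation 470-495 nm, emission 515-575 nm / Read-out basis: percent activation from peak over basal fluorescence ratio, control-normalized / Control set: high carbachol 87 µM, low DMSO alone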
Cl transport mod: KCC2 cotransporter modulators, thallium flux, primary screen, cell-based, HEK293 KCC2, FluoZin-2 fluorescence, MLSMR. Solute carrier family 12 member 5 (Homo sapiens), Q9H2X9. KCC2 cells, thallium flux FluoZin-2 fluorescence. B-score of Tl+ flux slope (higher = more flux/activation; lower = inhibition) at 10 µM. actives 2.2% (n = 190,000);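 active = thallium flux slope and its plate-corrected score both differing from the plate sample mean at a set confidence after two filtering rounds, in either direction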;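 note: slope of fluorescence scaled to starting intensity during 10 to 20 s after thallium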
m-calpain inh: inhibitors of pig calpain II, primary screen, biochemical, fluorogenic peptide substrate, 1536-well; purified calpain II, 30 min; inhibition, % at 16 µM; actives 0.37% (n = 220,000); AID 1236, 2008;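 active = inhibition above about 50%, limit read from the data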
Tb hexokinase: Trypanosoma brucei hexokinase 1 inhibitors, primary screen, biochemical, G6PDH-coupled NADH absorbance, MLSCN library | hexokinase 1 [Trypanosoma brucei] | recombinant TbHK1, G6PDH-coupled NADH A340 | inhibition, % at 10 µM | actives 0.11% (n = 220,000);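 active = inhibition of 50% or more in the single-dose primary screen; inactive = inhibition below 50%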
TRPML3 agonist: human TRPML3 channel agonists, primary screen, cell-based, HEK293 TRPML3-YFP, Fluo-8 calcium fluorescence, 3 µM | 100% = the carbachol control signal | activation, % at 3 µM | actives 0.29% (n = 220,000) | AID 1448, 2008;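 active = activation above its plate's cutoff, the mean activation of the plate's test wells plus 3 SD, cut at about 12% in these data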;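 note: 0% = DMSO only wells and 100% = carbachol wells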
Target sequence (Q8TDD5 whole entry, looked up): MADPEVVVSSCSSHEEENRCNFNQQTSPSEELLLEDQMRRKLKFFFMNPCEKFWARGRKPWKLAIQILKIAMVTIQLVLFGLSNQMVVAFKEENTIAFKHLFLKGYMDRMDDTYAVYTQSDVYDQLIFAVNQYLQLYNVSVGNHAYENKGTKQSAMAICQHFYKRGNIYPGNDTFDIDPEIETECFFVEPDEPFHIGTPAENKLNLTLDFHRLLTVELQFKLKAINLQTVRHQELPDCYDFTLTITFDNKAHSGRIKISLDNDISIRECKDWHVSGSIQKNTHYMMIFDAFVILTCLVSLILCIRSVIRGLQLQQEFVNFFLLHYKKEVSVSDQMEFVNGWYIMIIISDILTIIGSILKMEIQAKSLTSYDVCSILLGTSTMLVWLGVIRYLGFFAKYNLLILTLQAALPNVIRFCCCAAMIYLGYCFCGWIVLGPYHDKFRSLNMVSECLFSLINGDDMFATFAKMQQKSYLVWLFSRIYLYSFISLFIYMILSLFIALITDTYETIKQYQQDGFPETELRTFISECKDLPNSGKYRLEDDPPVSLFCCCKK
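Material: HEK293 cells stably carrying human TRPML3-YFP; compound dosing: single dose, 3 µM final nominal compound, 0.3% DMSO final; incubation: 1-h 37 °C dye load, 5-s basal, 120-s post-compound reads; technique: Fluo-8 intracellular calcium fluorescence, excitation 470-495 nm, emission 515-575 nm; read-out basis: percent activation from peak-to-basal fluorescence ratio, scaled between DMSO and carbachol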
Active calls of the source: *; i = inactive; nt = no result given; [ ] = remark or other dose.

Fields – Furin inh, PPC-1+TRAIL kill, Thrombin inh, EBV gp42 inh, TRPN1 ag, Cl transport mod, m-calpain inh, Tb hexokinase, TRPML3 agonist
- Cc1cc(S(=O)(=O)N2CCC(N3CCCCC3)CC2)ccc1-n1cnnn1
  2, 28, -7, -2, 0.0, 0.0011, 21, 5, 0.4
- CCOCCn1c(CN2CCN(c3ccc(OC)cc3)CC2)nc2c1c(=O)n(C)c(=O)n2C
  -18[20 µM], nt, nt, nt, -0.5, 0.22, nt, 1, 0.3
- Cc1ccc(-c2csc(NC(=O)Cc3ccc(F)cc3)n2)o1
  -26, -4, 1, -21, 1.8, 1.4, -86, 0, 1.7
- CC(C)c1nc(SCC(=O)Nc2ccc([N+](=O)[O-])cc2Br)n[nH]1
  -23, 18, 2, -19, 2.0, 0.79, 11, -7, 0.1
- CCOC(=O)c1cc2c(ccn2C)n1CC(=O)N1CCCC(C)C1 (stereo not drawn)
  -15[20 µM], 20, 4, 1, -0.3, -1, -24, -6, 0.2
- O=C(/C=C/c1ccccc1Cl)N(c1ccccn1)C1CCCCC1
  -19, 9, -6, -3, -2.4, -1.2, 12, 3, -0.3
- Cc1cc2c3c(c1)C1(C(=O)N3C(C)(C)CC2C)C(C#N)=C(N)OC2=C1C(=O)CC(C)(C)C2 (stereo not drawn)
  -14[20 µM], -2, -4, -5, 0.4, 0.21, -11, -6, -0.2
- CCNc1nc(NC(C)CC)nc(Oc2ccc(=O)[nH]n2)n1 (stereo not drawn)
  -10[20 µM], 16, 2, -18, 2.1, 0.82, -31, -5, 0.8
- COc1ccnc(Nc2ccc(C)c(C)c2)c1C#N
  -29[20 µM], 1, 5, -5, 0.6, nt, 8, 0, 0.2
- O=C(/C=C/c1ccccc1)N1CCN(c2c(Cl)cccc2[N+](=O)[O-])CC1
  -16, 22, 0, 6, -0.8, -1.1, 30, 6, -1.2
- COc1ccc(N(CC(=O)NCc2cccc(OC)c2)S(=O)(=O)c2c(C)noc2C)cc1
  -9, 15, -3, -1, -0.6, nt, -16, 2, -0.2
- O=C(O)c1cccc(S(=O)(=O)Nc2ccc3[nH]c(=O)[nH]c3c2)c1
  -23, 11, 2, 0, 1.4, -0.1, -17, -5, 0.8
- Cc1ccccc1-c1cc(-c2ccccc2O)n[nH]1
  -24[20 µM], 12, -1, 12, 0.5, nt, 33, 8, 0.8
- Cc1cc(C(=O)NCCCN2CCN(c3cc(Cl)ccc3C)CC2)n(-c2ccccc2)n1
  -18, -7, -1, -5, 0.2, 0.61, -45, -19, -0.6
- COc1cccc(/C=N/NC(=O)c2ccoc2C)c1
  -10, 6, -14, -13, 0.0, 0.8, -6, -16, 0.3
- C=CC[N+]1(CC(=O)NCc2ccc(NC(C)=O)cc2)CCOCC1
  -14, 6, -8, 2, 1.4, nt, -18, 0, 0.5
- COC(=O)c1ccc2c(=O)[nH]c(CCl)nc2c1
  -20, 18, 1, -7, 1.3, -0.36, -30, 0, 0.4
- Cc1nnc(C)c2c(C)n(N)c(C)c12
  -19, 5, -9, -12, 1.2, 0.2, -12, -9, 0.9
- Cc1noc(C)c1COc1ccc(C(=O)OCc2nnc(-c3ccc(Cl)cc3)o2)cc1
  -7, 6, -1, -7, 1.6, -0.41, 51*, 12, 1.7
- Cc1cc(C)cc(Oc2coc3cc(OC(=O)c4cccnc4)ccc3c2=O)c1
  -19, 4, -6, -7, -2.4, 0.31, -360, -11, -0.5
- N#CC(C#N)=C1c2cc(S(N)(=O)=O)ccc2-c2ccc(S(N)(=O)=O)cc21
  -9, 4, 3, 30, 1.8, 1.3, 34, -10, 1.5
- CC(C)N(C(=O)COC(=O)c1ccc(Cl)nc1)C(C)C
  -4, 4, -5, -13, -1.7, 0.062, -8, -7, -0.2
- Cc1noc(C)c1COC(=O)CCc1ccc(S(=O)(=O)N2CCCCC2)cc1
  -25, -11, -2, -16, 0.8, -0.38, -17, 2, 0.9
- O=C(c1ccc2nc(-c3ccccc3)c(-c3ccccc3)nc2c1)N1CCCCC1
  -12, 0, -7, 2, -0.7, -2.4, -48, -25, 7.5
- O=C(c1ccc([N+](=O)[O-])cc1Cl)N1CCN(c2ccccn2)CC1
  -23, 8, -8, -11, 2.4, 0.39, -19, -5, 0.9
- Cc1cc(=O)[nH]c(SCC(=O)Nc2nc3c(s2)CCCC3)n1
  -4, 15, 3, 0, 0.5, -0.44, 11, 11, -0.3
- Cc1nc2c(ccc3nc(NC(=O)Cc4ccccc4)sc32)s1
  -8, -4, 4, -13, 0.5, -2, 2, -4, -0.2
- COc1ccc(OC)c(CN2CCN(S(=O)(=O)c3ccc(NC(C)=O)cc3)CC2)c1
  0, 19, 19, 9, -1.2, -0.53, 8, 10, -0.2
- CC(C)Oc1ccc(C(=O)NCC(=O)OCC(=O)N(C)Cc2cccs2)cc1
  -29, 7, -8, 2, -0.7, -1.7, 12, -1, -0.1
- O=C1CCCc2c1nc(-c1ccc([N+](=O)[O-])cc1)n2O
  4, 16, 9, -16, 1.3, 0.65, 21, -8, 0.3
- CC(C)[C@@H]1C=C(C(=O)O)O[C@H](OCCCCO)C1
  -20, 0, -3, -9, nt, -0.49, -5, 3, nt
- O=C(Nc1c(Cl)cc(Cl)cc1-c1nc2ccccc2s1)c1ccc(Br)o1
  -5[20 µM], 1, -4, -15, -1.5, -0.56, -28, -20, -0.9
- CC(C)n1cnc2cc(NCc3nc4ccccc4n3C)ccc21
  -9, 35, -14, 8, 0.5, -0.088, 18, 2, 0.3
- COc1ccc(CCNC(=O)CSc2ncn[nH]2)cc1
  -16[20 µM], 3, -3, -8, 1.7, 0.44, -3, -8, 0.8
- N#C/C(=C\c1coc2ccc(O)cc2c1=O)C(=O)Nc1nc2ccccc2s1
  -20, 23, -2, 47, 222*, nt, -44, -8, 64*
- Cc1cnc(C(=O)N2CCCC(C(=O)c3ccc(C(C)(C)C)cc3)C2)cn1 (stereo not drawn)
  -27, -10, -2, 0, 0.3, -0.48, -16, -7, 0.3
- CCOC(=O)C(NC(=O)c1ccccc1)=C1C=C(C)OC(C)=C1
  -6, -12, 0, -7, 3.6, nt, 3, -39, 0.3
- CCn1c(C)[n+](CCOC(C)=O)c2cc(Cl)c(Cl)cc21
  -25, 15, -6, 1, 0.9, -0.41, -7, -1, 1.1
- Cc1ccc(S(=O)(=O)C/N=C(/NC(=S)N(c2ccccc2)c2ccccc2)c2ccccc2)cc1
  -18[20 µM], 14, -1, -31, -0.8, 0.0043, 28, -13, 0.2
- CCOC(=O)c1ccc(Oc2c(C)oc3c(CN4CCN(C)CC4)c(O)ccc3c2=O)cc1
  -29, 16, -5, 3, 1.9, nt, i, -27, 1.1

Sorted by length of the SMILES (high to low): three of the compounds above
Fields – Furin inh, PPC-1+TRAIL kill, Thrombin inh, EBV gp42 inh, TRPN1 ag, Cl transport mod, m-calpain inh, Tb hexokinase, TRPML3 agonist
- CCOCCn1c(CN2CCN(c3ccc(OC)cc3)CC2)nc2c1c(=O)n(C)c(=O)n2C
  -18[20 µM], nt, nt, nt, -0.5, 0.22, nt, 1, 0.3
- COc1ccc(OC)c(CN2CCN(S(=O)(=O)c3ccc(NC(C)=O)cc3)CC2)c1
  0, 19, 19, 9, -1.2, -0.53, 8, 10, -0.2
- CCOC(=O)C(NC(=O)c1ccccc1)=C1C=C(C)OC(C)=C1
  -6, -12, 0, -7, 3.6, nt, 3, -39, 0.3

Full records, quoted from the list:
CC(C)Oc1ccc(C(=O)NCC(=O)OCC(=O)N(C)Cc2cccs2)cc1 across the screens: Furin inh: -29; PPC-1+TRAIL kill: 7; Thrombin inh: -8; EBV gp42 inh: 2; TRPN1 ag: -0.7; Cl transport mod: -1.7; m-calpain inh: 12; Tb hexokinase: -1; TRPML3 agonist: -0.1
Cc1noc(C)c1COC(=O)CCc1ccc(S(=O)(=O)N2CCCCC2)cc1 across the screens: Furin inh: -25; PPC-1+TRAIL kill: -11; Thrombin inh: -2; EBV gp42 inh: -16; TRPN1 ag: 0.8; Cl transport mod: -0.38; m-calpain inh: -17; Tb hexokinase: 2; TRPML3 agonist: 0.9

Later entries:
Fields – Furin inh, PPC-1+TRAIL kill, Thrombin inh, EBV gp42 inh, TRPN1 ag, Cl transport mod, m-calpain inh, Tb hexokinase, TRPML3 agonist
- C[C@H]1O[C@H](O[C@H]2[C@H](O)[C@@H](O)[C@@H](O[C@H]3[C@H](O)[C@@H](O)C(O)O[C@@H]3CO)O[C@@H]2CO)[C@H](O)[C@@H](O)[C@@H]1N[C@H]1C=C(CO)[C@@H](O)[C@H](O)[C@H]1O (stereo partly drawn)
  nt, 14, nt, -14, -1.2, 1.1, 9, nt, -0.9
- NC(=O)c1c(NC(NC(=O)c2ccco2)(C(F)(F)F)C(F)(F)F)sc2c1CCCC2
  -22, 13, -1, -11, 2.4, -4.5, 3, 0, -0.3
- CN(C)S(=O)(=O)c1cccc(N2C(=O)CC3(CCCCC3)CC2=O)c1
  -16, 13, 6, -8, 2.2, 1.3, 12, -8, 1.4
- Cc1cc(C)cc(-n2nnnc2SCC(=O)Nc2nc(-c3ccc(F)cc3)cs2)c1
  -26, 19, -8, 4, 1.3, 0.17, 8, 5, 0.4
- COC(=O)c1cc(C#N)c(NCc2ccccc2)nc1C
  -9[20 µM], 12, -2, -27, 0.3, 0.39, -27, -10, 1.0
- COC(=O)c1ccc(NC(=O)CCc2c(C)nc3ncnn3c2C)cc1
  -31, -9, 2, -15, 1.3, nt, -12, -1, 0.5
- Cc1onc(-c2c(Cl)cccc2Cl)c1C(=O)O/N=C(\C#N)c1c(Cl)cccc1Cl
  -9, -9, -3, 16, -0.3, 0.28, -25, -2, 0.5
- CCCN(CCC)c1cc(Cl)nc(N)n1
  -9, -29, -7, -5, -1.5, -1.3, 20, 2, -0.2
- O=C1CC(c2nc3ccccc3[nH]2)CN1c1cccc(C(F)(F)F)c1 (stereo not drawn)
  -8, 20, 2, -13, 1.5, -0.72, 5, -1, 0.6
- COCCn1c(C)cc(C(=O)COc2nc3ccccc3nc2C)c1C
  -8, -9, 1, -17, 4.6, -0.093, -12, -21, 1.3

Compound activity from PubChem BioAssay.
